Screening results: PubChem BioAssay, Southern Research Specialized Biocontainment Screening Center
inhibitors of VEEV: inhibitors of VEEV TC-83 cytopathic effect, confirmation, Vero cells (AID 588727) | Vero cells, VEEV TC-83 cytopathic effect inhibition; higher % means a stronger effect | inhibition, % at 20 µM; hits with a dose series show IC50 in µM | 0.13% of 350,000 active; in the data active = a potency from the dose series; inconclusive = inhibition mostly from about 14% at the one dose, without a potency; inactive = the rest, 99 in 100 with inhibition below about 12%; note: strong numbers were not always called active
Salmonella PhoP GFP: PhoP regulon inhibitors, Salmonella typhi PhoP promoter GFP reporter, confirmatory (AID 1850); inhibition, % at 50 µM, or IC50 in µM where a hit was titrated; 0.33% of 310,000 active; Salmonella Typhi PhoP-promoter GFP reporter, fluorescence, 4 h; higher % means a stronger effect; in the data active = a potency from the dose series; inconclusive = inhibition mostly from about 25% at the one dose, without a potency; inactive = the rest, 99 in 100 with inhibition below about 19%;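 note: 0% = induced wells with vehicle and 100% = uninduced wells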
H37Rv inhibition: M. tuberculosis growth inhibition, HTS (AID 449762); M. tuberculosis H37Rv growth inhibition, 7H9 media; higher % means a stronger effect; inhibition, % at 25 µM; hits with a dose series show IC50 in µM; 0.59% of 330,000 active; in the data active = a potency from the dose series; inconclusive = inhibition above about 70% without an active follow-up result;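 note: bacterial growth assessed after seven days of incubation; strong numbers were not always called active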
M. tuberculosis: growth inhibition of non-replicating M. tuberculosis (AID 488890); one-dose inhibition, % at 25 µM; IC50 in µM for titrated hits; 0.39% of 320,000 active; Mycobacterium tuberculosis non-replicating, growth inhibition; higher % means a stronger effect; in the data active = a potency from the dose series; inconclusive = inhibition mostly from about 82% at the one dose, without a potency; inactive = the rest, 99 in 100 with inhibition below about 76%;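 note: plate controls were DMSO cells for no effect and high antibiotic wells for full effect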
influenza NS1A: NS1A inhibition, H1N1 influenza, cell based functional assay (AID 504329) | NS1A functional cell-based assay, percent inhibition; higher % means a stronger effect | 0.3% of 340,000 active | inhibition, % at 12.5 µM, or IC50 in µM where a hit was titrated; in the data active = a potency from the dose series; inconclusive = inhibition above about 27% without an active follow-up result; note: strong numbers were not always called active
inhibitors of VEEV 10K pilot screen: recorded beside inhibitors of VEEV, whose call it bears; inhibition, %; measured here: 10K pilot screen inhibition
* hit, by the source's call; i = inactive; ? = inconclusive; . = no result given.

SMILES	inhibitors of VEEV	Salmonella PhoP GFP	H37Rv inhibition	M. tuberculosis	influenza NS1A	others
CC(Oc1ccccc1)C(=O)N1CCN(c2ccc(N3CCOCC3)nn2)CC1 (centres undefined)	1.2%	-3.4%	-5.7%	0.1%	-4.0%
COc1ccc(OC)c(NC(=O)c2nnn(CCc3ccccc3)c2N)c1	2.9%	-4.2%	-2.3%	-25.5%	-3.9%
CCCNC(=O)c1ccc(-c2nc3ccccc3s2)s1	8.1%	-19.1%	11.0%	?	-14.9%
CCOc1ncccc1C(=O)OCC(=O)Nc1ncc(C(F)(F)F)cc1Cl	1.3%	-7.7%	-3.8%	8.3%	-6.2%
Cc1cc(C)c(S(=O)(=O)N2CCOCC2)cc1NS(=O)(=O)c1cc(OCC(N)=O)c(C)cc1Cl	0.4%	3.7%	2.1%	11.5%	-21.9%
COc1ccc(S(=O)(=O)Nc2cc3c4c(c2)CCN4C(=O)CC3)cc1C	5.3%	1.9%	1.6%	1.8%	-3.1%
O=c1c2c3nc4ccccc4nc3n(/N=C/c3ccncc3)c2ncn1-c1ccccc1	.	0.6%	7.0%	-22.8%	.
COCCNC(=O)c1ccccc1NC(=O)C1COc2ccccc2O1 (centres undefined)	8.2%	7.5%	-4.4%	17.2%	-4.3%
O=C(c1ccccc1)c1cn[nH]c1-c1ccccc1O	5.3%	0.1%	2.0%	3.1%	2.1%
O=C(NNC(=S)Nc1ccccc1Cl)C1CC1	1.0%	-1.6%	-2.8%	-7.5%	1.9%

Of the compounds above, these have two or more sulfur atoms:
SMILES	inhibitors of VEEV	Salmonella PhoP GFP	H37Rv inhibition	M. tuberculosis	influenza NS1A	others
CCCNC(=O)c1ccc(-c2nc3ccccc3s2)s1	8.1%	-19.1%	11.0%	?	-14.9%
Cc1cc(C)c(S(=O)(=O)N2CCOCC2)cc1NS(=O)(=O)c1cc(OCC(N)=O)c(C)cc1Cl	0.4%	3.7%	2.1%	11.5%	-21.9%

Later entries
SMILES	inhibitors of VEEV	Salmonella PhoP GFP	H37Rv inhibition	M. tuberculosis	influenza NS1A	others
CC12CC(=O)C3C(CCC4CC(=O)C=CC43C)C1CCC2=O (centres undefined)	4.5%	.	.	.	-17.6%
CC(=O)N1c2ccc(S(=O)(=O)CCC(=O)O)cc2CC1C (centres undefined)	0.3%	-7.8%	1.3%	-15.1%	-6.7%
O=C(Nc1ccc(C(F)(F)F)cc1)C1CCN(c2cnccn2)CC1	i	9.3%	47.9%	24.2%	-2.6%
CC(C)=NN1C(c2nonc2N)=NOC1(C)C	1.3%	-1.7%	0.2%	-5.5%	.
CC(=O)/C(=N/Nc1ccccc1[N+](=O)[O-])N1CCCc2ccccc21	6.9%	7.0%	11.9%	5.5%	.
Cc1cc(OC(=O)c2cccc(Cl)c2)c([N+](=O)[O-])c(=O)[nH]1	0.2%	-2.9%	-0.8%	-17.7%	4.4%
CCOc1ccc(N2CC(C(=O)Nc3cccc(C)c3C)CC2=O)cc1 (centres undefined)	i	6.1%	-2.8%	-4.6%	-5.7%
Cc1cc(C)c(S(=O)(=O)N2CCC(C(=O)NCc3ccco3)CC2)c(C)c1	0.1%	-7.8%	-3.1%	3.0%	5.1%
COc1cccc(/C=N/n2nnnc2N)c1	1.0%	-3.1%	-0.3%	-16.8%	4.8%
CC(C)NC(=O)NC(=O)COC(=O)C1(C)CC1(Cl)Cl (centres undefined)	0.4%	-12.0%	-9.7%	-8.5%	-11.2%
Cc1ccc(C(=O)CSc2nnc(C)s2)cc1	6.5%	-7.6%	-2.3%	26.9%	-6.8%
CCc1c(C)nc2ncnn2c1N1CCC(C(=O)NCc2cccs2)CC1	0.6%	-8.7%	-0.1%	-1.9%	-6.7%
CC(C)(C)NC(=O)CSc1nc(-c2ccccc2)c(-c2ccccc2)[nH]1	i	3.5%	1.6%	66.0%	-0.2%
Cn1c(SCC(=O)c2ccccc2)nnc1-c1ccccn1	44.0%	-6.0%	2.9%	7.1%	3.5%
CNC(=O)C1C2C=CC3(O2)C1C(=O)N(C1CC1)C3C(=O)NCc1ccc(OC)cc1 (centres undefined)	1.5%	-0.3%	0.2%	-9.4%	9.9%
Cc1c(C(=O)N2CCCCC2)sc(NC(=O)C(C)C)c1C#N	i	1.1%	-5.1%	-5.4%	4.0%
COC(=O)CSC1=C(C#N)C(c2ccccc2OC)C(C(=O)OC)C(=O)N1 (centres undefined)	1.7%	-11.4%	-3.9%	-11.2%	6.5%
COc1ccc(Cl)cc1S(=O)(=O)N1CCCC(C(=O)NCCc2ccccc2)C1 (centres undefined)	0.7%	-12.9%	-13.2%	13.4%	16.7%
CCOC(=O)C1=NN(c2ccc(F)cc2)C2=NC(C)=C(C(=O)OC)C(c3cccs3)N12 (centres undefined)	3.1%	-3.7%	-21.6%	-2.2%	0.5%
COc1ccc(C=NCC2COc3ccccc3O2)cc1OC (centres undefined)	i	-0.1%	-2.3%	-8.9%	2.9%

Not a retest: an excerpt of the list.
SMILES	inhibitors of VEEV	Salmonella PhoP GFP	H37Rv inhibition	M. tuberculosis	influenza NS1A	others
CC(Oc1ccccc1)C(=O)N1CCN(c2ccc(N3CCOCC3)nn2)CC1 (centres undefined)	1.2%	-3.4%	-5.7%	0.1%	-4.0%
COc1ccc(OC)c(NC(=O)c2nnn(CCc3ccccc3)c2N)c1	2.9%	-4.2%	-2.3%	-25.5%	-3.9%
CCCNC(=O)c1ccc(-c2nc3ccccc3s2)s1	8.1%	-19.1%	11.0%	?	-14.9%
CCOc1ncccc1C(=O)OCC(=O)Nc1ncc(C(F)(F)F)cc1Cl	1.3%	-7.7%	-3.8%	8.3%	-6.2%
Cc1cc(C)c(S(=O)(=O)N2CCOCC2)cc1NS(=O)(=O)c1cc(OCC(N)=O)c(C)cc1Cl	0.4%	3.7%	2.1%	11.5%	-21.9%

The list goes on.
SMILES	inhibitors of VEEV	Salmonella PhoP GFP	H37Rv inhibition	M. tuberculosis	influenza NS1A	others
Cc1ccc(NC(=O)c2nc[nH]c2C(=O)N2CCC(C)CC2)cc1	0.2%	-31.2%	5.5%	31.5%	-3.2%
CCC(C(=O)N1CCN(S(=O)(=O)c2sc(C(=O)O)c(C)c2C(=O)O)CC1)c1ccccc1 (centres undefined)	i	.	-16.0%	-7.4%	-0.1%
C[C@H]1C/C=C/[C@H]2[C@H](O)[C@H](C)[C@@](C)(O)[C@H]3[C@H](Cc4ccccc4)NC(=O)[C@]32[C@H](O)/C=C/[C@](C)(O)C1	.	4.8%	-7.3%	11.7%	.
CC1CN(C(=O)C2CCCC2)C(C)CN1C(=O)C1CCCC1 (centres undefined)	i	-3.3%	-3.0%	3.0%	0.1%
COc1cc(/C=C2\SC(=S)N(N3CCOCC3)C2=O)cc(OC)c1OC	5.4%	-5.8%	3.2%	4.2%	13.8%
COc1ccc(C(=O)c2ccc(OC)c(OC)c2)cc1OC	5.6%	-1.2%	-3.5%	-2.5%	9.2%
O=C(NCc1cccc(Cl)c1)C1CCCO1 (centres undefined)	0.1%	2.3%	-3.0%	20.3%	-5.1%
COC(CNC(=O)c1coc2nc3ccccc3nc12)OC	0.0%	-2.9%	6.8%	5.5%	17.0%
Cn1cc(SCC(=O)Nc2ccc3c(c2)OCO3)c2ccccc21	6.6%	8.4%	4.1%	39.3%	-10.0%	inhibitors of VEEV 10K pilot screen=0.7
O=C(NCCCn1cccn1)C1CCC(=O)N(Cc2ccccc2F)C1 (centres undefined)	0.6%	1.4%	-2.5%	0.3%	-1.5%
Cc1ccc(NC(=S)N(CCCN2CCN(C)CC2)Cc2cccs2)cc1	0.4%	-7.4%	0.0%	11.3%	-2.9%
Cc1cccc(C)c1N1C(=O)CC(N(O)c2ccccc2)C1=O (centres undefined)	7.6%	-6.9%	6.3%	27.6%	-2.8%
Cc1ccc(C(=O)NNc2ncnc3ccccc23)cc1	0.4%	2.1%	-1.5%	18.4%	2.9%
Cn1cc(CN2CCC(C(O)c3cccs3)CC2)c(-c2ccccc2F)n1 (centres undefined)	0.8%	-13.5%	-10.9%	17.8%	3.0%
c1ccc(C[n+]2c(-c3ccccc3)csc2Nc2ccccc2)cc1	1.3%	-3.6%	9.1%	0.7%	-2.3%
CN(Cc1ccccc1F)C(=O)C(Cc1ccccc1)NC(=O)c1ccccc1 (centres undefined)	7.3%	-2.6%	6.8%	-5.7%	1.3%
CCOc1cc(C(=O)N=c2sccn2C)cc(Br)c1OC	7.3%	-2.9%	6.9%	15.3%	-9.4%
Cc1cc(=O)n2c(-c3ccc(Cl)cc3)csc2n1	0.2%	2.1%	-7.3%	1.0%	-0.3%
Cc1ccc(S(=O)(=O)NC2=NCN(C3CCN(Cc4ccccc4)CC3)CN2)cc1	0.1%	-4.2%	-5.5%	5.1%	8.2%
CCNC(=O)COC(=O)CCC(=O)c1ccc(F)cc1	1.2%	-13.8%	-3.6%	-8.7%	-13.1%
CC1CCCN(CC(=O)NC(=O)NC2CCCCC2)C1 (centres undefined)	1.7%	.	-13.4%	0.4%	-7.0%
Cc1ccc(C(=O)Nc2ccc(N3CCOCC3)nc2)cc1	2.8%	6.3%	-18.8%	-8.9%	-14.9%
COC(=O)CNC(=O)CN1C(=O)N(c2ccc(Cl)cc2)C(N(O)C(=O)Nc2ccc(Cl)cc2)C1(C)C (centres undefined)	0.9%	-1.8%	-7.2%	2.9%	-2.3%
COc1ccccc1N1CCN(/N=C\c2ccc(C)o2)CC1	3.3%	5.4%	-7.8%	2.8%	10.6%
O=C(Cn1c(=O)oc2ccccc21)Nc1ccccc1C(F)(F)F	1.9%	-3.2%	23.5%	-6.2%	-0.4%
CCCCOCCCNC(=O)CC(C)c1ccccc1 (centres undefined)	1.7%	2.7%	-6.1%	5.0%	-11.4%
O=C(Nc1cccc(Cl)c1)Nc1cc(S(=O)(=O)N2CCOCC2)ccc1N1CCCC1	6.1%	-11.7%	-1.2%	12.5%	0.3%
CCN=C(NCC)SC1CC(=O)N(c2ccc(OC)cc2)C1=O (centres undefined)	0.7%	13.9%	-7.2%	3.9%	7.5%
O=C1CC(c2c[nH]c3ccccc23)C(=O)N1 (centres undefined)	1.4%	17.8%	-1.4%	-6.0%	5.0%
Cc1cc(NC(=O)COC(=O)C2CCN(S(=O)(=O)c3ccccc3)CC2)c([N+](=O)[O-])cc1C	4.5%	-5.9%	-15.3%	17.4%	-6.5%
O=C(CCc1nc2ccccc2c(=O)[nH]1)Nc1cc(C(F)(F)F)ccc1N1CCOCC1	i	-6.2%	-1.6%	-1.4%	-13.8%
CC1(C)Cc2c(sc(NC(=O)C(=O)N3CCOCC3)c2C#N)CO1	0.1%	3.9%	4.7%	-4.5%	-6.3%
CCCCCCNc1nc(NCc2ccco2)nc(OCC)n1	7.7%	0.5%	11.1%	10.4%	-5.5%
NC(=S)Nc1nc2ccccc2s1	0.6%	0.6%	-6.8%	?	9.4%
COc1cc(/C=N/NC(=O)c2ccc(-n3cccc3)cc2)ccc1O	1.7%	-31.2%	2.2%	71.2%	0.5%
CC1(C)N=C(/C=N/O)CN1O	0.6%	-0.8%	-1.6%	2.6%	-7.7%
Cc1ccc(CNC(=O)c2ccc(CS(=O)(=O)c3ccccc3)o2)cc1	i	3.5%	2.7%	13.1%	6.7%
CC(Oc1ccc(S(=O)(=O)N2CCCC2)cc1[N+](=O)[O-])C(=O)N(C)c1ccccc1 (centres undefined)	7.3%	8.1%	-7.5%	-4.8%	-1.7%
CN(CC(=O)Nc1ccc(N2CCOCC2)cc1)C(=O)c1ccc(O)c(Cl)c1	0.2%	-9.6%	-6.3%	-12.7%	-6.8%
COCCn1c(SCC(=O)Nc2cc(C)on2)nnc1C(C)C	0.5%	0.7%	-5.0%	-7.1%	7.3%
COc1ccc(C(=O)/C=C/C(=O)N(CC(=O)NC2CCCCC2)Cc2ccc(F)cc2)c(O)c1	2.0%	.	.	.	-3.4%
O=C(O)/C=C\C(=O)Nc1cccc(C(=O)Nc2cccc(O)c2)c1	0.5%	3.9%	-0.3%	-7.9%	1.4%
C=CCNC(=O)C(C#N)c1nc2ccccc2nc1N1CCCCCC1 (centres undefined)	7.0%	-2.9%	61.3%	16.0%	-2.0%
O=C(CN1C(=O)CCSc2ccccc21)N1CCC2(CC1)OCCO2	2.2%	-4.0%	-8.5%	13.0%	10.8%
O=C(Nc1cnn(Cc2ccc(F)cc2)c1)c1cc(-c2ccco2)on1	0.6%	6.1%	7.0%	-5.0%	-7.5%
Cc1ccccc1NC(=O)Cc1cn(C)c2ccccc12	5.2%	-1.8%	-0.1%	0.1%	-0.6%
COc1ccccc1CN1CCSCC1	2.3%	2.5%	-6.0%	-6.3%	-4.0%
Cc1ccc(CN2C(=O)N/C(=C/c3cc(C)n(-c4ccccn4)c3C)C2=O)cc1	2.8%	-22.2%	-2.0%	23.7%	-4.6%
